High-throughput results (PubChem)
USP1 inh: Inhibitors of USP1/UAF1: Primary Screen; Ubiquitin carboxyl-terminal hydrolase 1 (Homo sapiens), O94782; recombinant USP1/UAF1, Ub-Rhodamine cleavage fluorescence; Potency, µM (titrated, usually from 57.1 µM), without a hit: top-dose activity change, negative = inhibition, actives largely listed as inhibitors; hit rate 0.23% among 390,000; AID 743255, 2014; also: potency is read from the fitted curve at half-maximal effect; % is scaled to controls: 0 for no effect and ±100 for the full control effect; nearly all actives have a fitted effect of over 60% in size; inactives centre near -12
Target sequence (O94782 whole entry, looked up): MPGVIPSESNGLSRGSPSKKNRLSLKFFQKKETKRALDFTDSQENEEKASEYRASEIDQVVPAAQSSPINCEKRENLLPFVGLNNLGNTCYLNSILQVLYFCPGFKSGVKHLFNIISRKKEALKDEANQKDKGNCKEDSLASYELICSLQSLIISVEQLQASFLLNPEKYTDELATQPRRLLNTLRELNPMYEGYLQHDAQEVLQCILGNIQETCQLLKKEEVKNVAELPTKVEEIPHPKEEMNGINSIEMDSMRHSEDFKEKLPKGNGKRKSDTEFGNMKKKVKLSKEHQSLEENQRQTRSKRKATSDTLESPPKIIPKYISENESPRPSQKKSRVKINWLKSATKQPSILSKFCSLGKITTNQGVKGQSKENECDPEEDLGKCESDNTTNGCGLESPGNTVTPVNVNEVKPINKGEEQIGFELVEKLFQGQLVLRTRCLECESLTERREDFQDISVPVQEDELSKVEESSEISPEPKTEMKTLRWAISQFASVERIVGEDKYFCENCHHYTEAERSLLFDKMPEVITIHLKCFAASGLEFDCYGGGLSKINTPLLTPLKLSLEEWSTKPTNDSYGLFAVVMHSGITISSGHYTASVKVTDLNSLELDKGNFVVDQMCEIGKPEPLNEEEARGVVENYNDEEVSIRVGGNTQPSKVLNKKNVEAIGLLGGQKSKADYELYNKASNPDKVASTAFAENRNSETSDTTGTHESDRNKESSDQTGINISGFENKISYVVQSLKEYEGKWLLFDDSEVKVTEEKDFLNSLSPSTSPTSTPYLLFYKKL
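1 nM enzyme complex + cpd, 15 min RT; start with Ub-Rho 150nM final; kinetic fluorescence ex 480/em 540, 6 reads q60 s. Buffer 50mM HEPES pH 7.8, 0.5mM EDTA, 0.1 mg/ml BSA, 1mM TCEP, 0.01% Tween-20.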
IDH1 R132H inh: qHTS for Inhibitors of mutant isocitrate dehydrogenase 1 (IDH1): qHTS. hit rate 0.093% among 390,000. Potency, µM (doses to about 76.6 µM), without a hit: at the top dose activity change, negative = inhibition, most hits filed as inhibitors. IDH1-R132H enzyme, NADPH consumption, diaphorase/resazurin fluorescence. Isocitrate dehydrogenase [NADP] cytoplasmic (Homo sapiens), O75874; also: potency is read from the fitted curve at half-maximal effect; % is scaled to controls: 0 for no effect and ±100 for the full control effect; nearly all actives have a fitted effect of over 65% in size
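IDH1-R132H (0.5 ug/mL) preincubated 30 min with compound, then NADPH (0.016 mM) and alpha-KG (2 mM) added; 80 min at RT, pH 7.5. Remaining NADPH coupled via diaphorase/resazurin to fluorescence (540/590 nm); concentration-response curves normalized to no-enzyme control.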
rTrxR1 inhibitor: qHTS Assay for Inhibitors of Mammalian Selenoprotein Thioredoxin Reductase 1 (TrxR1): qHTS; Thioredoxin reductase 1, cytoplasmic (Rattus norvegicus), O89049; recombinant rTrxR1, NADPH fluorescence consumption, selenite substrate; Potency, µM (top dose mostly 114 µM), without a hit: at the highest dose activity change, negative = inhibition, most hits filed as inhibitors; hit rate 1% among 390,000; AID 588453, 2011; also: potency is read from the fitted curve at half-maximal effect; % is scaled to controls: 0 for no effect and ±100 for the full control effect; nearly all actives have a fitted effect of over 65% in size
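Rat TrxR1 (90 nM in the dispensed reagent) was pre-reduced with 400 uM NADPH for 5 min at room temperature, then incubated with compound for 15 min. After 400 uM selenite was added, NADPH fluorescence (Ex 340/Em 450 nm) was followed for 8 min.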
RGS4 inhibitor: Inhibitors of Regulator of G Protein Signaling (RGS) 4: qHTS. Regulator of G-protein signaling 4 (Homo sapiens), P49798. Transcreener GDP fluorescence polarization, RGS4-accelerated GTP hydrolysis. Potency, µM (series often up to 114 µM), for the others: at the top dose activity change, negative = inhibition, actives largely listed as inhibitors. hit rate 0.039% among 390,000; also: potency is read from the fitted curve at half-maximal effect; % is scaled to controls: 0 for no effect and ±100 for the full control effect; nearly all actives have a fitted effect of over 75% in size; some results filed as inactive show a strong effect at the top dose
Target sequence (P49798 whole entry, looked up): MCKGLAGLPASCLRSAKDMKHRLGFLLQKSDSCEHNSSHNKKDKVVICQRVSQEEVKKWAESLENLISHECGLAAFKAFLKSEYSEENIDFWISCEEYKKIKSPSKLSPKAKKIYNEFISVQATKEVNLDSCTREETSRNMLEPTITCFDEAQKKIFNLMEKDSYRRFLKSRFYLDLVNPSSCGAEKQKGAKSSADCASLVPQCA
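MLSMR compounds (23 nl, pin-transferred) preincubated 10 min at room temperature with a 500nM (2x) first reagent, then RGS4 at 900nM (2x) plus Transcreener GDP mix added; fluorescence polarization (620/688 nm) read before and after 90 min at 30 °C.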
Vif-A3G inh: qHTS for Inhibitors of Vif-A3G Interactions: qHTS. DNA dC->dU-editing enzyme APOBEC-3G (Homo sapiens), Q9HC16. HeLa A3G-eYFP + Vif (tagged APOBEC3G with the HIV-1 protein that degrades it), YFP fluorescence, overnight. Potency, µM (series often up to 46.1 µM), without a hit: at the top dose activity, negative = active, most hits filed as inhibitors. hit rate 0.076% among 410,000. AID 602310, 2012;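 also: potency is read from the fitted curve at half-maximal effect; % is scaled to controls: 0 for no effect and ±100 for the full control effect; nearly all actives have a fitted effect of over 60% in size; hits raise eYFP signal because A3G escapes Vif-driven loss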
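HeLa cells stably expressing Vif and C-terminally eYFP-tagged A3G, seeded overnight at 37 deg C, then exposed to compound by pintool overnight at 37 deg C. Rise in yellow fluorescence (Ex 488/Em 500-530, Acumen) marks blocked Vif-driven A3G degradation.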
TrxR1 substrate: qHTS Assay for Substrates of Mammalian Selenoprotein Thioredoxin Reductase 1 (TrxR1): qHTS | purified TrxR1 substrate turnover, NADPH consumption readout | Potency, µM (titrated, usually from 114 µM), for inactives: at the top dose activity change, negative = substrate turnover | hit rate 0.01% among 390,000; also: potency is read from the fitted curve at half-maximal effect; % is scaled to controls: 0 for no effect and ±100 for the full control effect; nearly all actives have a fitted effect of over 50% in size
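Rat TrxR1, dispensed at 90 nM, was prereduced with 400 uM NADPH (final) for 5 min at ~22 deg C, then incubated with compound 15 min before 400 uM selenite. A first-read NADPH fluorescence drop versus no-compound background flagged substrates.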
LDHA block: qHTS assay for inhibitors of human lactate dehydrogenase; L-lactate dehydrogenase A chain (Homo sapiens), P00338; purified LDHA, NADH/diaphorase-resazurin fluorescence; active compounds read low; activity change, % (values are at about 110 or 230 µM); hit rate 0.15% among 480,000; AID 1347041, 2019; in the data active = activity change below about -30%; inconclusive = mostly about -25% to -30%;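 also: plate controls were DMSO wells for no effect and wells without enzyme for full effect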
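Remaining NADH was detected by diaphorase (0.133 mg/mL) converting 37 µM resazurin to fluorescent resorufin, read at 0 and 20 minutes. The preceding 5-minute room-temperature reaction used 2 nM LDHA, 0.2 mM sodium pyruvate and 0.06 mM NADH at pH 7.4.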
Vif-A3F inh: qHTS for Inhibitors of Vif-A3F Interactions: qHTS; HeLa A3F-eYFP + Vif (tagged APOBEC3F with the HIV-1 protein that degrades it), YFP fluorescence increase; Potency, µM (titrated, usually from 46.1 µM), for the others: at the highest dose activity, negative = active; hit rate 0.2% among 390,000; AID 602313, 2012; also: potency is read from the fitted curve at half-maximal effect; % of control where 0% means no effect; nearly all actives have a fitted effect of over 65% in size
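Fluorescence increase (Ex 488/Em 500-530) after overnight compound treatment at 37 deg C flags inhibition of Vif-driven A3F-eYFP loss in stable HeLa A3F-eYFP/Vif cells seeded overnight beforehand.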
GRP78 ERSR act: qHTS for Inducers of the Endoplasmic Reticulum Stress Response (ERSR) in Human Glioma: qHTS. U87-MG GRP78 promoter luciferase reporter, 16 h. Potency, µM, for inactives: at the highest dose activation, hits mostly activators. hit rate 0.02% among 420,000. AID 602332, 2012; also: potency is read from the fitted curve at half-maximal effect; series mostly up to about 76 µM; % of control where 0% means no effect; nearly all actives have a fitted effect of over 35% in size
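Stably transfected U87-MG glioma cells carrying a GRP78-based luciferase sensor; 16 h compound incubation. Luminescence end-point read 10 min after Bright-Glo addition at room temperature.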
Active calls of the source: *; ? = inconclusive; . = no result given; & = joins results of further samples; [ ] = another dose, or the depositor's remark. Unless noted, calls follow the shape of the dose curve; as a rule, active = well fitted curve in the direction sought with a large enough effect; inconclusive = small, poorly fitted or top-dose-only effect, or another doubt; inactive = no such curve, though single readings can be large; an effect the other way counts as inactive or inconclusive. Not all compounds are listed. The share of hits here may be higher or lower than overall.

SMILES	USP1 inh	IDH1 R132H inh	rTrxR1 inhibitor	RGS4 inhibitor	Vif-A3G inh	TrxR1 substrate	LDHA block	Vif-A3F inh	GRP78 ERSR act
Cc1cc(Nc2c(C)n(C)n(-c3ccccc3)c2=O)n2c(nc3cc(F)c(F)cc32)c1C#N	-19%	-9%	?	-10%	3%	28%	4	-3%	0%
Cc1cc(C)cc(NC(=O)Nc2cc(S(=O)(=O)N(C)C)ccc2C)c1	-10%	14%	32%[57.1 µM]	14%	0%	7%	-11	6%	-5%
O=C(Nc1ccccn1)c1ccc2c(=O)n3c(nc2c1)CCCCC3	-26%	-1%	6%	-9%	-4%	-3%	1	-3%	-9%
Cc1cccc(N2CCN(CC(=O)NCc3ccc(Cl)cc3)CC2)c1C	-13%	0%	28%	-12%	0%	-1%	1	15%	-1%
OC(COc1ccccc1Br)CN1CCNCC1 (stereo unspecified)	-13%	-14%	9%	3%	0%	3%	-6	5%	-3%
Cc1ccc(NC(=O)c2ccco2)nc1	-16%	5%	-10%	-15%	1%	-13%	-5	0%	-6%
CSCCC(NC(=O)c1ccco1)C(=O)Nc1cc(C)ccn1 (stereo unspecified)	-16%	1%	14%[57.1 µM]	-17%	1%	-2%	-5	-4%	2%
C=CCNC(=S)NNC(=O)CCC(O)CCCCC (stereo unspecified)	-11%	4%	-2%	-18%	0%	-4%	-4	-2%	0%
Cc1cccc(NC(=O)COc2coc(CN3CCN(c4ccccc4)CC3)cc2=O)c1C	0%	1%	7%	17%	1%	3%	-10	4%	-3%
CC(=O)OCCCn1c(C)[n+](C)c2cc(Cl)c(Cl)cc21	-3%	1%	20%	1%	-1%	9%	-18	-6%	-1%
O=C(O)c1cc(Cl)ccc1NC(=O)C1CCCO1 (stereo unspecified)	-8%	-1%	22%	-2%	2%	20%	-9	-11%	-5%
O=C(NC1CCCCC1)C1CCN(S(=O)(=O)N2CCOCC2)CC1	-7%	3%	26%	-8%	-2%	10%	1	0%	-2%
CCn1cc(C(=O)NCc2ccc(Cl)cc2)c(=O)c2cc(S(=O)(=O)N3CCOCC3)ccc21	-6%	-5%	12%[57.1 µM]	0%	-5%	-6%	3	0%	-5%
O=C(CNC(=S)N(Cc1ccccc1)Cc1ccccc1F)NCc1ccc(Cl)cc1	-25%	-3%	26%[57.1 µM]	-8%	-3%	7%[57.1 µM]	-1	0%	-2%
O=C(CSc1nc(C2CC2)nc2ccccc12)Nc1ccccc1Cl	-14%	-3%	28%[0.457 µM]	7%	-5%	1%	-14	10%	-2%
COc1ccc(C(=O)N/C(=C/c2cccnc2)C(=O)N2CCCCCC2)cc1OC	-3%	-22%	-3%	21%	2%	-11%	-3	-7%	6%
Cc1cccc(-n2cc(CNCCc3nc(C)cc(C)n3)c(-c3cccc(F)c3)n2)c1	-22%	-3%	13%	-4%[56.9 µM]	0%	4%	-3	0%	-4%
O=C(COc1cccnc1[N+](=O)[O-])Nc1ccc(F)cc1	-5%	2%	-8%	10%	1%	-12%	-8	-13%	6%
C=CCc1ccccc1OCC(O)CN1CCOCC1 (stereo unspecified)	-5%	11%	47%[activator][57.1 µM]	-24%	0%	-4%[57.1 µM]	5	-23%	-3%
O=C(Cn1cnc2c(nnn2Cc2ccccc2)c1=O)c1ccc(Cl)cc1	-1%	4%	41%[57.1 µM]	17%	5%	18%[57.1 µM]	-5	-3%	-4%
O=C(COc1ccccc1)Nc1nnc2n1CCS2	-15%	-20%	5%[57.1 µM]	-9%	3%	-7%[57.1 µM]	4	0%	-1%
COc1ccccc1CC(=O)Nc1ccc2c(C)cc(=O)oc2c1	-15%	2%	32%	2%	0%	69%[activator]	-5	-8%	-1%
CCCCN1c2ccccc2N(CCCO)c2cc(C)nnc21	-4%	2%	-4%	-3%	1%	-6%	-9	-4%	-1%
Cc1c(C(=O)OCC(=O)NC2CC2)oc2ccc(Br)cc12	-1%	3%	9%[57.1 µM]	23%	0%	-2%[57.1 µM]	0	-3%	2%
CCNS(=O)(=O)c1ccc(CCC(=O)N2CCOCC2)cc1	-7%	0%	18%	14%	6%	-2%	-7	1%	-6%

Single records (already shown). Order of values: USP1 inh, IDH1 R132H inh, rTrxR1 inhibitor, RGS4 inhibitor, Vif-A3G inh, TrxR1 substrate, LDHA block, Vif-A3F inh, GRP78 ERSR act
Results for `OC(COc1ccccc1Br)CN1CCNCC1` (stereo unspecified) = -13%, -14%, 9%, 3%, 0%, 3%, -6, 5%, -3%
Results for `CCn1cc(C(=O)NCc2ccc(Cl)cc2)c(=O)c2cc(S(=O)(=O)N3CCOCC3)ccc21` = -6%, -5%, 12%[57.1 µM], 0%, -5%, -6%, 3, 0%, -5%
Results for `C=CCNC(=S)NNC(=O)CCC(O)CCCCC` (stereo unspecified) = -11%, 4%, -2%, -18%, 0%, -4%, -4, -2%, 0%
Results for `Cc1c(C(=O)OCC(=O)NC2CC2)oc2ccc(Br)cc12` = -1%, 3%, 9%[57.1 µM], 23%, 0%, -2%[57.1 µM], 0, -3%, 2%

(continued)
SMILES	USP1 inh	IDH1 R132H inh	rTrxR1 inhibitor	RGS4 inhibitor	Vif-A3G inh	TrxR1 substrate	LDHA block	Vif-A3F inh	GRP78 ERSR act
Cc1cc([N+](=O)[O-])nn1CC(=O)N1CCN(Cc2ccccc2)CC1	-13%	4%	8%	-8%	1%	-3%	-4	-5%	-5%
Cc1occc1C(=O)Nc1c(F)cc(F)cc1Br	-18%	1%	16%	15%	-3%	9%	-16	-4%	-3%
Cc1ccccc1Cn1c(Cc2ccccc2)nc2ccccc21	-33%	-1%	5%	-20%	-4%	-5%	5	6%	0%
CCOc1ccc(S(=O)(=O)N2CCC(C(=O)NC3CCCCC3)CC2)cc1	-10%	1%	13%	4%	4%	-1%	-4	-1%	-4%
CC(C)=CCN1CCN(CCC2=C(C)CCCC2(C)C)CC1CCO (stereo unspecified)	-9%	4%	13%	5%	1%	5%	-8	-7%	-3%
COc1ccc(NC(=O)c2cccc3c2C(=O)c2ccc(-c4ccc(F)cc4OCc4ccccc4)cc2S3(=O)=O)cc1	-12%	-1%	-16%	6%	-7%	-6%	-7	?	-2%
Cc1ccc(NC(=O)c2ncn(CC(=O)NCC(C)c3ccccc3)n2)cc1C (stereo unspecified)	-14%	-17%	11%	7%	0%	-2%	-12	8%	2%
O=C(C1CCCN(S(=O)(=O)c2ccccc2[N+](=O)[O-])C1)N1CCCC1 (stereo unspecified)	-11%	3%	-6%	-10%	-1%	0%	-3	-4%	-5%
CC(=O)NCC(=O)OCC(=O)c1ccc(C)c(C)c1	14%	-5%	17%	-7%	-4%	6%	-2	-2%	3%
COc1ccc(CN(C)CC(=O)Nc2cccc(S(=O)(=O)N(C)c3ccccc3)c2)c(OC)c1	-23%	0%	17%	0%	3%	2%	1	3%	-5%
O=C1CCCCCN1CSc1nc2ccccc2s1	-20%	3%	-2%	12%	-2%	-6%	-4	1%	4%
COC(=O)c1ccc(Cn2ccc(=O)[nH]c2=O)cc1	-12%	-2%	10%	-24%	0%	-3%[57.1 µM]	-5	-17%	-4%
Cc1cccc(OCC(=O)Nc2nc3c(s2)CC(C(C)(C)C)CC3)c1C (stereo unspecified)	-17%	-8%	3%	-10%	-3%	0%	-2	6%	-3%
Nn1c(COc2ccccc2F)nnc1SCC(=O)NCC1CCCO1 (stereo unspecified)	-11%	7%	.	.	0%	.	0	4%	-4%
CCOC(=O)CSc1c(-c2ccccc2)c2cc(Cl)ccc2[nH]c1=O	-1%	0%	-18%[57.1 µM]	3%	0%	1%[57.1 µM]	-7	-2%	-3%
CC1CC2=C(CC1/C=N/NC(N)=S)C(C)(C)CCC2 (stereo unspecified)	-4%	-9%	-6%	?	2%	-4%	-6	1%	-5%
CCCN(CC(=O)Nc1ccccc1C)C(=O)Cc1coc2cc(C)ccc12	-9%	1%	-13%	31%	-8%	-12%	-3	-4%	-7%
COc1ccccc1NS(=O)(=O)c1cccc(NC(=O)c2[nH]c(C)c(C(C)=O)c2C)c1	2%	-10%	19%	9%	-17%	-2%	5&-1	-15%	-5%
Cc1ccc(S(=O)(=O)N2CCOCC2)cc1C(=O)NNC(=O)c1ccoc1C	-10%	1%	-7%	-17%	-1%	4%	-2	3%	-4%
CN(CC(=O)N1CCN(Cc2ccccc2)CC1)S(=O)(=O)c1ccc(Br)cc1	-18%	10%	-18%	-18%	3%	-5%	-8	-1%	-4%
